# Gli-Sufu antag – Gli-Sufu pathway antagonists, primary screen, luciferase luminescence, Sufu-KO-LIGHT cells, uHTS | inhibition, % at 5 µM | 0.74% of 340,000 active | Sufu-KO-LIGHT fibroblasts, Gli luciferase reporter luminescence;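 active = inhibition above about 55%, limit read from the data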;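 also: 0% = DMSO-treated cells and 100% = wells with medium but no cells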
# SENP8 block – SENP8 protease inhibitors, primary screen, biochemical, luminescence | 1.2% of 330,000 active | inhibition, % at 10 µM | purified SENP8, Z-RLRGG-aminoluciferin cleavage
# Jurkat NFkB inh – inhibitors of induced NF-kB luciferase reporter, primary screen, TCR NF-kB activation inhibitor project, cell-based, luminescence, uHTS | Jurkat, PMA/ionomycin-induced NF-kB luciferase reporter | inhibition, % at 4 µM | 0.53% of 330,000 active | AID 435003, 2010
# UBC13 inh – UBC13 polyubiquitin chain formation inhibitors, primary screen, biochemical, TR-FRET, uHTS | inhibition, % at 20 µM | 0.47% of 330,000 active; in the data active = inhibition above about 45%, passing the limit was not always enough; inconclusive = no clear call, values can overlap the other calls
# EBI2 antag – EBI2 receptor antagonists, beta-arrestin recruitment, primary screen, cell-based, luminescence, 7a,25-OHC stimulation, uHTS; G-protein coupled receptor 183 (Homo sapiens), P32249; 7a,25-OHC stimulated; inhibition, % at 5 µM; 0.81% of 360,000 active; in the data active = inhibition above about 38%;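 also: enzyme fragment complementation signal reports receptor beta-arrestin coupling in cells; 0% = agonist plus DMSO wells and 100% = wells without agonist; some results beyond the cut were filed as inactive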
# CCR6 antagonist – CCR6 receptor antagonists, primary screen, cell-based, CHO-K1, luminescence, beta-arrestin, uHTS; AID 493098, 2011; inhibition, % at 20 µM; 0.49% of 340,000 active; CHO-K1 CCR6 PathHunter beta-arrestin, CCL20-stimulated; C-C chemokine receptor type 6 (Homo sapiens), P51684;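 active = compounds whose inhibition of the agonist-driven luminescence signal at 20 µM reaches about 50%, limit read from the data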;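 also: cells stimulated with CCL20 at 14 nM final; plate controls were DMSO with CCL20 for no effect and DMSO without agonist for full effect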
# 697 NFkB inh – inhibitors of PMA/ionomycin-induced NF-kB reporter, 697 cells, primary screen, B-cell NF-kB inhibitor project, cell-based, luminescence, uHTS; 697 B-cell NF-kB luciferase reporter, 16 h; 0.33% of 330,000 active; inhibition, % at 4 µM; in the data active = inhibition above about 35%
# Apaf-1 inh – inhibitors of human Apaf-1 apoptosome, primary screen, biochemical, DEVD-Rh110 fluorescence, uHTS. reconstituted apoptosome caspase-3 activity. inhibition, % at 20 µM. 0.71% of 330,000 active; active = inhibition of at least 40% at 20 µM;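 also: plate controls were DMSO wells for no effect and DEVD-CHO caspase inhibitor wells for full effect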
# Target sequence (O14727 whole entry, looked up): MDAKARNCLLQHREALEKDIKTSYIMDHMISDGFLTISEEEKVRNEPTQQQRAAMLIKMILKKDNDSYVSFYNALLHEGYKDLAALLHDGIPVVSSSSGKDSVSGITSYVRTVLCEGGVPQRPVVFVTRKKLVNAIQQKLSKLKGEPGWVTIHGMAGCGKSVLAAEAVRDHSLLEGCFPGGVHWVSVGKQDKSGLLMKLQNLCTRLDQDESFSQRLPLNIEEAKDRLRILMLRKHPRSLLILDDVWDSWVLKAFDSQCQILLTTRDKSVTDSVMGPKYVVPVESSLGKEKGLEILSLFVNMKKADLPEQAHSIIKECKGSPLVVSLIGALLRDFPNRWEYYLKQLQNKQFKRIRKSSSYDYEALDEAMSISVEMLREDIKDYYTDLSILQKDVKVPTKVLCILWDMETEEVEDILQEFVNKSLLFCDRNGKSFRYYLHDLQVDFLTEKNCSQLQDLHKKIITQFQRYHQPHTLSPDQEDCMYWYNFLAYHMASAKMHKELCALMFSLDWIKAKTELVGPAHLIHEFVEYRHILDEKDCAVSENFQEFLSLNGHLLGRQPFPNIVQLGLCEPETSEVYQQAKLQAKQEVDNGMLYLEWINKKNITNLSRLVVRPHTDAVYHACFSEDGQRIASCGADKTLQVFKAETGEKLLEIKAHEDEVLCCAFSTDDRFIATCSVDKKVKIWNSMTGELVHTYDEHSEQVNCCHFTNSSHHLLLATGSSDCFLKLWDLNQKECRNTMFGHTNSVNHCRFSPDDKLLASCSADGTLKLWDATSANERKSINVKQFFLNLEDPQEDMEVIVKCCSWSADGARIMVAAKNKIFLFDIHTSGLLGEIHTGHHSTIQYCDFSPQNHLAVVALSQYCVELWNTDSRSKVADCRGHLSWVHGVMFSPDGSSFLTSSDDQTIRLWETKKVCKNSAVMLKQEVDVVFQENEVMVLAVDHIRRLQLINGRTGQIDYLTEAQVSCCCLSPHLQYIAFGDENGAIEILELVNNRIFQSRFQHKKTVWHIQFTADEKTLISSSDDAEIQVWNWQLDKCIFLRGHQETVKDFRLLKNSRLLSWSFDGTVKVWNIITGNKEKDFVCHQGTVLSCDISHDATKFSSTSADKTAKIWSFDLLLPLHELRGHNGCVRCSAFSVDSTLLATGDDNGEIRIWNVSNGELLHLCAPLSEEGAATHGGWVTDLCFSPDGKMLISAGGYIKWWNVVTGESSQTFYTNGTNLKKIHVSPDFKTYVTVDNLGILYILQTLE
#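 Material: reconstituted apoptosome with Apaf-1, cytochrome c, caspase-9, procaspase-3, dATP. Technique: Rh110 fluorescence intensity. Buffer or medium: pH 7.5 Hepes buffer with CHAPS, BSA, DTT. Times: 30 min plus 50 min, RT.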
# * hit, by the source's call; ? = inconclusive; . = not tested or not shown; & = joins results of further samples. Rule as the data show it, unless noted: active = inhibition above about 50%; inactive = the rest.
SMILES,Gli-Sufu antag,SENP8 block,Jurkat NFkB inh,UBC13 inh,EBI2 antag,CCR6 antagonist,697 NFkB inh,Apaf-1 inh
Cc1cc(-n2c(C)cc(C(=O)CSc3nnnn3-c3ccc(Cl)cc3)c2C)no1,7,4,1,-1,22,10,14,14
Cc1ccc(C(=O)Cn2c(C(=O)/C=C/c3ccccc3)nc3ccccc32)cc1,9,12,3,-6,48*,22,-11,18
CCOC(=O)c1ccc(NC(=O)c2c(Cl)cc(C)nc2C)cc1,3,5,12,7,6,3,7,2
COc1ccccc1NC(=O)C1CCCN(S(=O)(=O)c2cccc3nsnc23)C1 (stereo not drawn),-7,3,-1,-2,-6,18,-17,5
Cc1ccc(N(C(C)C(=O)Nc2ccccc2C(=O)N2CCOCC2)S(C)(=O)=O)cc1C (stereo not drawn),7,-3,0,6,-5,-16,14,2
O=C(c1ccc(OC2CCN(CCc3ccccc3)CC2)cc1)N1CCCC(CO)C1 (stereo not drawn),9,10,1,16,-1,4,24,-26
CCc1ccccc1NC(=O)COC(=O)c1cccs1,-11,-1,4,-2,-18,13,12,-104
COc1ccc(C(C)C)cc1S(=O)(=O)N1CCN(C)CC1,5,-1,8,0,1,-2,-7,1
CN1CCc2c(sc3c2c(=O)n(-c2ccccc2)c2nncn32)C1,-25,1,-15,-5,6,12,8,0
Cc1cc(C(=O)OCC(=O)c2cccs2)c2ccccc2n1,-14,2,10,13,7,12,1,3
CCc1ccc(NC(=O)C2C3/C=C\CCCCC32)cc1 (stereo not drawn),-39,1,-84,-2,2,7,-128,-13
COc1ccc(CCNC(=O)c2cccnc2)cc1OC,-2,7,1,6,-7,-14,23,-19
COc1ccc(CN(C)C(=O)/C=C/c2ccc(S(=O)(=O)N3CCCCCC3)cc2)cc1,24,-4,14,-1,9,15,-16,25
COc1ccc(-c2cc(=O)c3ccccc3[nH]2)cc1,-2,-4,-17,-1,-3,6,-18,0
COc1ccc(C(=O)NCC(=O)OCC(=O)NC23CC4CC(CC(C4)C2)C3)cc1,2,-2,15,11,6,-1,14,-3
CCc1cccc(CC)c1NC(=O)CSc1nc2ccc(N3C(=O)C4C(C3=O)[C@H]3C=C[C@@H]4C3)cc2s1 (stereo partly drawn),2,3,13,4,3,16,3,-4
Cc1[nH]c2ccc(C(=O)Nc3ccncc3)cc2c1C,-3,-4,-6,7,-2,4,-3,-2
CCOc1ccccc1CN1CCNC(=O)C1CC(=O)N(C)CCc1cnn(C)c1 (stereo not drawn),3,0,7,-4,-2,2,-7,-5
COc1ccc2c(-c3cnc(N4CCOCC4)nc3)c(-c3ccc(S(C)(=O)=O)cc3)sc2c1,5,10,0,?,16,2,13,24
COC(=O)CN(C(=S)Nc1ccc(F)cc1)C1CC(=O)N(c2ccc(OC)cc2)C1=O (stereo not drawn),8,-2,-3,-16,1,-1,-3,-4
Cc1ccc(-n2c(SCc3ccc(C(=O)O)cc3)nnc2-c2ccncc2)cc1,-6,-14,-7,-9,13,-4,-5,5
CCOC(=O)c1sc(NC(=O)COC(=O)c2ccco2)nc1C,-1,-7,-11,5,7,9,12,-3
CCN1CCN(CCOc2ccccc2-c2ccccc2)CC1,19,2,13,8,-3,12,6,-12
Cc1ccc(-c2nn(-c3ccccc3)cc2C(=O)NN2CCN(C)CC2)cc1,5,-1,-12,7,-3,20,-3,1
COCCNC(=O)C(=O)N/N=C(\C)CC(=O)Nc1cccc(C(F)(F)F)c1,1,1,9,7,-1,7,0,-8
CCOc1cc(CNCC(O)c2ccccc2)cc(Cl)c1OC (stereo not drawn),4,3,9,2,10,11,7,7
NCc1ccc(S(N)(=O)=O)cc1,-15&-6,-4&10,-2&5,-10&4,-2&-11,-7&0,3&17,-8&-12
CCC1CCc2c(sc(NC(=O)CSc3nc(-c4ccco4)cc(C(F)(F)F)n3)c2C#N)C1 (stereo not drawn),4,-4,10,-14,2,16,2,12
Cc1nc(/C(N)=N/OC(=O)c2c(-c3ccccc3Cl)noc2C)cs1,2,3,6,4,-5,-14,-5,-9
COc1ccccc1NC(=O)c1cc(-c2cc(OC)c(OC)c(OC)c2)nc2ccccc12,20,0,-15,8,-23,20,29,23

# Some of these compounds in order of molecular weight, descending:
SMILES,Gli-Sufu antag,SENP8 block,Jurkat NFkB inh,UBC13 inh,EBI2 antag,CCR6 antagonist,697 NFkB inh,Apaf-1 inh
COc1ccc2c(-c3cnc(N4CCOCC4)nc3)c(-c3ccc(S(C)(=O)=O)cc3)sc2c1,5,10,0,?,16,2,13,24
COc1ccc(C(=O)NCC(=O)OCC(=O)NC23CC4CC(CC(C4)C2)C3)cc1,2,-2,15,11,6,-1,14,-3
COc1ccc(CCNC(=O)c2cccnc2)cc1OC,-2,7,1,6,-7,-14,23,-19
COc1ccc(-c2cc(=O)c3ccccc3[nH]2)cc1,-2,-4,-17,-1,-3,6,-18,0

# Next results
SMILES,Gli-Sufu antag,SENP8 block,Jurkat NFkB inh,UBC13 inh,EBI2 antag,CCR6 antagonist,697 NFkB inh,Apaf-1 inh
COc1cccc(NC(=O)C(Cc2ccccc2)n2cccc2)c1 (stereo not drawn),-1,-3,-10,19,0,13,-8,-10
COCCn1c(Cc2ccccc2)nnc1SCC(=O)NC(C)(C)C,-7,-14,-5,-2,2,-3,2,-18
Cc1nc2c(cnn2-c2ccccc2Cl)c(=O)n1-c1ccc(C(C)C)cc1,22,-5,-16,0,1,-7,-12,12
COc1cc(N)c(Cl)cc1NC(=O)c1ccccc1,-33,-10,-20,-5,3,1,-17,-8
COc1ccccc1OCC(=O)NNC(=S)NC(=O)c1ccco1,1,3,-8,-7,7,9,15,0
CCCNC(=O)C1CCC(CNS(=O)(=O)c2cccc3nsnc23)CC1 (stereo not drawn),-2,-12,-4,-6,-4,-6,2,0
O=C1CC(N2CCC(O)(c3ccc(Cl)cc3)CC2)C(=O)N1 (stereo not drawn),-16,-8,-12,-1,4,-6,-3,2
CCC(=O)Oc1ccc(C(=O)Nc2cccc(C(=O)NC(C)(C)C)c2)cc1,11,4,-1,3,-22,3,-8,-3
COc1ccccc1C(=O)NCCC(=O)NC1CCCCCC1,-11,1,3,3,-15,-14,10,-1
O=C(CC1NCCNC1=O)Nc1ccc(Oc2ccccc2)cc1 (stereo not drawn),0,-14,-20,-6,1,-8,-20,-9
COC(=O)CN1C(=O)COc2ccc(S(=O)(=O)NCc3ccc(Cl)cc3)cc21,-19,-8,-2,-6,-9,15,-26,11
CCc1ccc(NC(=O)CSc2nc(=O)n(CCCN(C)C)c3c2CCC3)cc1,11,-4,-7,4,-4,9,-11,7
Cc1c(C(=O)NCc2ccc3c(c2)OCO3)oc2ccc(S(=O)(=O)N3CCCC3)cc12,2,1,5,-8,1,9,-15,6
O=C(c1cc(COc2ccc3ncccc3c2)on1)N1CCCCCC1,48,2,34,8,-3,-5,-25,1
CC(NC(=O)c1ccc(F)cc1)c1ccccc1 (stereo not drawn),-15,4,-5,-1,-1,-17,11,-8

# 5 compounds drawn at random from those above, as already listed:
SMILES,Gli-Sufu antag,SENP8 block,Jurkat NFkB inh,UBC13 inh,EBI2 antag,CCR6 antagonist,697 NFkB inh,Apaf-1 inh
COc1cccc(NC(=O)C(Cc2ccccc2)n2cccc2)c1 (stereo not drawn),-1,-3,-10,19,0,13,-8,-10
COC(=O)CN1C(=O)COc2ccc(S(=O)(=O)NCc3ccc(Cl)cc3)cc21,-19,-8,-2,-6,-9,15,-26,11
CCc1ccc(NC(=O)CSc2nc(=O)n(CCCN(C)C)c3c2CCC3)cc1,11,-4,-7,4,-4,9,-11,7
COc1cc(N)c(Cl)cc1NC(=O)c1ccccc1,-33,-10,-20,-5,3,1,-17,-8
CC(NC(=O)c1ccc(F)cc1)c1ccccc1 (stereo not drawn),-15,4,-5,-1,-1,-17,11,-8

# Next results follow.
SMILES,Gli-Sufu antag,SENP8 block,Jurkat NFkB inh,UBC13 inh,EBI2 antag,CCR6 antagonist,697 NFkB inh,Apaf-1 inh
CCCCNC(=S)Nc1cc([N+](=O)[O-])ccc1C,-2,1,-4,-2,-7,13,-4,1
Cc1ccc2c(c1)C(=O)C(=O)N2CC(=O)OC(C)C,9,-2,19,-14,5,19,11,6
CNc1nc(NCc2ccccc2)c2ccccc2n1,57*,-1,28,27,5,12,-31,-8
COc1cc(NC(=O)c2ccc(OC)c([N+](=O)[O-])c2)ccc1NC(=O)c1cccs1,25,-5,0,3,4,11,-5,7
O=C(Cn1nc(Cc2cccnc2)c2ccccc2c1=O)Nc1ccc2c(c1)OCO2,-3,-10,-5,4,-2,9,6,6
CSc1ccc(C2CC(=O)Nc3c2c(=O)n(C)c(=O)n3C)cc1 (stereo not drawn),2,-2,5,-2,-9,8,10,-15
CCn1cc(/C=C/C(=O)NCc2c(C)nn(C)c2C)cn1,-4,6,-3,-1,-16,-37,11,-11
Cc1cc(C2(c3ccc(O)c(C)c3)C(=O)N(C)c3ccc(Br)cc32)ccc1O,1,-6,6,1,-13,-1,8,4
CC(C)(C)NC(=O)c1nn(Cc2ccccc2)c(=O)c2ccccc12,6,3,0,19,-4,16,8,4
CCOc1ccc(C(=O)N(Cc2ccc(OC)cc2)Cc2cc3cc(OC)ccc3[nH]c2=O)cc1,6,-1,-18,-1,3,7,-8,37
C#CCN(N(C)c1ncc(C(F)(F)F)cc1Cl)S(=O)(=O)c1ccc2ccccc2c1,0,-5,0,0,5,10,4,1
O=C(COc1ccc(F)cc1)NNC(=O)c1cc2ccccc2oc1=O,2,-2,11,-13,-5,9,-6,1
Cc1ccccc1C(=O)Nc1ccccc1C(=O)NCc1ccccc1,8,-9,-3,-10,-16,-3,-9,9
CSc1ccccc1NC(=O)CN(C)CC(=O)Nc1ccccc1C(F)(F)F,10,1,2,-8,-10,-2,-13,-7
CCCCC1=C([O-])C2N=CC=CC2=[N+](c2ccccn2)C1=O (stereo not drawn),1,0,7,-1,-7,2,10,0
COc1ccc(/C=N/NC(=O)Cc2ccc(Cl)cc2)cc1OC,-6,0,3,-6,7,7,-8,2
COc1ccc(C2=NCCNC(C(F)(F)F)=C2)cc1,6,-10,-13,-23,-3,13,-2,-2
CCOC(=O)Cc1nnc(NC(=O)CSc2nnc3c4ccccc4n(C)c3n2)s1,5,3,-2,-16,-9,-1,-12,4
CCc1nn2c(=O)cc(COC(=O)c3ccc(SC)cc3OC)nc2s1,2,-1,6,-8,13,7,14,1
O=C(c1ncn(Cc2ccccc2)c1C(=O)N1CCc2ccccc2C1)N1CCc2ccccc2C1,-2,-8,-14,-14,-1,7,-5,33
COc1ccc(OC)c(-c2nn(-c3ccccc3)cc2C(=O)NCC2CCCO2)c1 (stereo not drawn),10,-3,1,3,2,8,-10,-7
COc1cccc(CNC(=O)CN2C(=O)CSc3ccc(S(=O)(=O)N4CCCCC4)cc32)c1,-17,-9,-13,-1,16,3,-3,8
COC/C=C/C1=CC2=CC(=O)C(C)(OC(=O)c3cnc4ccccc4n3)C(=O)C2=CN1CCc1c[nH]c2ccccc12 (stereo not drawn),.,7,0,-67,.,.,16,23
CN(Cc1nccn1C)C(=O)CCc1nnc(CCC2CCCCC2)o1,4,-5,-2,5,-3,15,-6,-4
Cc1ccc(Nc2ccc(-n3ccnc3)nn2)cc1C,10,-14,-17,0,12,-10,10,11
Cc1ccccc1NCC(=O)N/N=C\c1ccc([N+](=O)[O-])s1,11,33,3,-24,17,18,-19,13
CCN1/C(=C/C=C/c2oc3ccc4ccccc4c3[n+]2CC)Oc2ccc3ccccc3c21,74*,16,92*,?,.,49,-24,76*
Cc1cc2ccccc2n2c(SCC(=O)Nc3ccc(S(=O)(=O)N4CCCCC4)cc3)nnc12,11,-2,5,11,7,18,-10,23
CCN(CC)C(=O)CN(c1cc(Cl)ccc1OC)S(C)(=O)=O,51,5,7,-6,-1,1,12,-11
Cc1[nH]c(=O)[nH]c(=O)c1S(=O)(=O)N1CCCC(C(=O)NCc2ccccc2Cl)C1 (stereo not drawn),4,2,5,9,-2,-14,4,-2
CCOc1ccc(-n2c(=S)sc3c(=O)n(-c4ccc(F)cc4)c(SCC(=O)O)nc32)cc1,3,-4,6,-10,3,8,3,4

# A portion of the library (hit frequency here may not be typical).
